TRHR ag: qHTS for Small Molecule Agonists and Allosteric Enhancers of Human TRH Receptor: Primary Screen for Agonists | TRHR cells, calcium flux fluo-8, FDSS agonist mode | activation, % at 2 µM | 360,000 tested, 0.18% active | Thyrotropin-releasing hormone receptor (Homo sapiens), P34981; note: 0% is about no effect
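Read-out: compound-evoked intracellular calcium rise in TRHR cells, fluo-8 dye, kinetic FDSS fluorescence at 1 s/cycle following a 10-cycle baseline. Cells cultured overnight before dye loading (30 min–1.5 h, RT).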
RXFP1 antagonist: qHTS Assay for Antagonists of the Relaxin Receptor RXFP1; Relaxin receptor 1 (Homo sapiens), Q9HBX9; 350,000 tested, 0.59% active; activity change, negative = inhibition, % at 57.5 µM; HEK293-RXFP1, relaxin-stimulated cAMP HTRF, 30 min; hits give low values;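 active = activity change of -60% or lower, but not beyond a set lower limit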; note: % is set by controls: 0 for no effect and ±100 for the full control effect
Target sequence (Q9HBX9 whole entry, looked up): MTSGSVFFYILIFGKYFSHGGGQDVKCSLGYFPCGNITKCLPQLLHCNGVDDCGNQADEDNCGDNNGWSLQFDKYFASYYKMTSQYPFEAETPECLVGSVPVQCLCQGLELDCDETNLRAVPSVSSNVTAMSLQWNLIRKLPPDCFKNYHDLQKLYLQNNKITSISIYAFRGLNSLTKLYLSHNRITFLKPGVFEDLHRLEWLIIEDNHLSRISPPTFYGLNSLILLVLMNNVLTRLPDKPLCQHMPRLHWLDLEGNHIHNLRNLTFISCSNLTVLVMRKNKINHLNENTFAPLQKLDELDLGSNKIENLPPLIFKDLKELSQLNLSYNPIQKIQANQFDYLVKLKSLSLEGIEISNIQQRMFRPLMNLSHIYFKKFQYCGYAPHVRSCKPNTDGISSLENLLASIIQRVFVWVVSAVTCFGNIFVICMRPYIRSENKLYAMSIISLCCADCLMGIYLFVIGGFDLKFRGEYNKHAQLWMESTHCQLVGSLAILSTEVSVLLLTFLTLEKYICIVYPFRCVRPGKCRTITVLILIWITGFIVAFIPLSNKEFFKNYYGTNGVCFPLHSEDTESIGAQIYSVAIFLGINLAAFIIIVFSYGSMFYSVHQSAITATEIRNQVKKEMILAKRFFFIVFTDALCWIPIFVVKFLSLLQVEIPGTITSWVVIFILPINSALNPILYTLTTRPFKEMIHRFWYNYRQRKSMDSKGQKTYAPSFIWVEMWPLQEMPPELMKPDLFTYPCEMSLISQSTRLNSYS
D1 antagonist: Antagonist of Human D 1 Dopamine Receptor: qHTS | HEK293 TREx D1 cells, calcium flux, dopamine EC80; hits give low values | 360,000 tested, 3.2% active | D(1A) dopamine receptor (Homo sapiens), P21728 | activity change, negative = inhibition, % at 10 µM; in the data active = activity change below about -30%; note: % is set by controls: 0 for no effect and ±100 for the full control effect
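Calcium flux readout: force-coupled, inducible Hek293 Trex D1 line, cells induced overnight at 30 C with tetracycline, dye-loaded 30–90 min at RT. Antagonism scored against EC80 dopamine challenge given 180 s after compound.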
D1 ag: Allosteric Agonists of the Human D1 Dopamine Receptor: qHTS | D(1A) dopamine receptor (Homo sapiens), P21728 | HEK293 T-REx D1 cells, calcium flux, agonist mode | activation, % at 2 µM | 360,000 tested, 1% active; note: 0% is about no effect
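Agonism was scored from calcium flux recorded over 180 s (1 read/s) after pintool compound addition, following a 10-cycle baseline. Cells were inducible force-coupled HEK293 TREx D1, plated overnight at 30 C and loaded with no-wash calcium dye.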
D2 ag: HTS Assay for Allosteric Agonists of the Human D2 Dopamine Receptor: Primary Screen for Agonists | D(2) dopamine receptor (Homo sapiens), P14416 | HEK293 T-REx D2 cells, calcium flux agonist mode | activation, % at 2 µM | 340,000 tested, 0.53% active | AID 485358, 2010;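 active = activation over 3 SD above normal in the single-dose calcium agonist read, cut at about 30% in these data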; note: 0% is about no effect
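Tetracycline-induced HEK293 T-REx cells with force-coupled D2 receptor, plated overnight at 30 C, loaded with no-wash calcium dye. After a 10 s baseline, compound was pin-added and calcium flux read kinetically for 180 s; calcium rises flagged agonists.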
D1 PAM: Potentiators of Human D1 Dopamine Receptor: qHTS | HEK293 TREx D1 cells, calcium flux, dopamine EC20 potentiation | potentiation, % at 10 µM | 360,000 tested, 0.036% active; in the data active = potentiation above about 30%; note: 0% is about no effect
TRHR PAM: qHTS for Small Molecule Agonists and Allosteric Enhancers of Human TRH Receptor: Primary Screen for Enhancers. Thyrotropin-releasing hormone receptor (Homo sapiens), P34981. TRHR cells, fluo-8 calcium fluorescence, EC20 TRH enhancement. enhancement, % at 2 µM. 360,000 tested, 0.66% active; in the data active = enhancement above about 30%; note: 0% is about no effect
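TRHR-expressing cells loaded with fluo-8 calcium dye were read kinetically (ex 480/em 530) during compound addition, then stimulated with an EC20 of TRH (10 nM final). Enhancement of the Gq-mediated intracellular calcium response was scored.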
D2 PAM: HTS Assay for Positive Allosteric Modulators of the Human D2 Dopamine Receptor: Primary Screen for Potentiators; HEK293 T-REx D2, calcium flux, EC20 dopamine potentiation; D(2) dopamine receptor (Homo sapiens), P14416; 340,000 tested, 0.34% active; potentiation, % at 10 µM;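 active = potentiation over 3 SD above the plate norm, cut at about 30% in these data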; note: 0% is about no effect
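Using a no-wash calcium dye in inducible, force-coupled HEK293 Trex cells expressing D2, we tracked fluorescence each second for 180 s after compound, then for 180 s after EC20 dopamine to detect augmented signalling.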
D2 antag: HTS Assay for Allosteric Antagonists of the Human D2 Dopamine Receptor: Primary Screen for Antagonists. D(2) dopamine receptor (Homo sapiens), P14416. HEK293 TREx D2 cells, calcium flux, dopamine EC80. inhibition, % at 10 µM. 340,000 tested, 2% active. AID 485344, 2010; in the data active = inhibition above about 30%; note: 0% is about no effect
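Inhibition of EC80 dopamine-driven calcium flux, recorded kinetically, defines activity here; cells are a tetracycline-induced HEK293 T-REx line expressing force-coupled D2.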
Numbers without * were called inactive. Cut-off read from the data, not from the text of the source, unless noted: active = activation above about 30%; inactive = the rest.

What do the screens show for `CCC1CCCN1Cn1cnc2c([nH]c3ccc(Cl)cc32)c1=O` (stereo not drawn)?
TRHR ag: 1.5; RXFP1 antagonist: -5; D1 antagonist: 12; D1 ag: 1; D2 ag: 1.4; D1 PAM: 4; TRHR PAM: -2; D2 PAM: -1; D2 antag: -13

How did O=C(COc1ccc2ccccc2c1)N1c2ccccc2Sc2ccccc21 do in these assays?
TRHR ag: 0.2; RXFP1 antagonist: 20; D1 antagonist: 11; D1 ag: 9; D2 ag: 0.9; D1 PAM: -2; TRHR PAM: -3; D2 PAM: 10; D2 antag: 5

How did Cc1ccc(N2C(=O)CC(Sc3nc4ccccc4o3)C2=O)cc1Cl (stereo not drawn) do in these assays?
TRHR ag: 0.0; RXFP1 antagonist: -6; D1 antagonist: 1; D1 ag: 2; D2 ag: -0.1; D1 PAM: 3; TRHR PAM: -5; D2 PAM: 3; D2 antag: 4

Results for COc1cccc(/C=N/Nc2ccc(S(=O)(=O)O)cc2)c1O ?
TRHR ag: -0.2; RXFP1 antagonist: 17; D1 antagonist: -11; D1 ag: 5; D1 PAM: 4; TRHR PAM: 6

How did CCCCCC(=O)OCCc1c(C)nc2nc[nH]n2c1=O do in these assays?
TRHR ag: 1.1; RXFP1 antagonist: 1; D1 antagonist: -5; D1 ag: 2; D2 ag: -0.3; D1 PAM: -3; TRHR PAM: 0; D2 PAM: 9; D2 antag: -2

What do the screens show for `Cc1ccc(C)c(OCCCn2c(-c3ccc(Cl)cc3)nc3ccccc3c2=O)c1`?
TRHR ag: -0.3; RXFP1 antagonist: 0; D1 antagonist: -6; D1 ag: 1; D2 ag: 0.7; D1 PAM: 3; TRHR PAM: 1; D2 PAM: -9

What do the screens show for `CCN(CC)C(=O)CSc1nc(Cc2ccccc2)nc2ccccc12`?
TRHR ag: -0.6; RXFP1 antagonist: 5; D1 antagonist: -17; D1 ag: 7; D2 ag: 0.9; D1 PAM: -1; TRHR PAM: 7; D2 PAM: 0; D2 antag: -5

What do the screens show for `O=C(c1ccc([N+](=O)[O-])cc1)N1CCN(Cc2ccccc2)CC1`?
TRHR ag: -0.4; RXFP1 antagonist: -6; D1 antagonist: -13; D1 ag: 6; D2 ag: -0.9; D1 PAM: -8; TRHR PAM: 0; D2 PAM: -3; D2 antag: 8

How did O=C(NCC1CCCO1)c1ccc2c(=O)n(CC3CCCO3)c(=S)[nH]c2c1 (stereo not drawn) do in these assays?
TRHR ag: 1.0; RXFP1 antagonist: -3; D1 ag: 5; D2 ag: -0.2; D1 PAM: 0; TRHR PAM: 2; D2 PAM: -8; D2 antag: 4

Results for CC(C)NC(=O)NC(=O)CSc1ncc(C(F)(F)F)cc1Cl ?
TRHR ag: 0.8; RXFP1 antagonist: 14; D1 antagonist: 2; D1 ag: 18; D2 ag: 0.1; D1 PAM: -4; TRHR PAM: 0; D2 PAM: -13; D2 antag: -3

Results for CCc1cccc(C)c1NC(=O)COC(=O)C(NS(=O)(=O)c1ccc(Cl)cc1)C(C)O (stereo not drawn) ?
TRHR ag: -0.5; RXFP1 antagonist: -17; D1 antagonist: 9; D1 ag: 3; D2 ag: -0.3; D1 PAM: -2; TRHR PAM: -1; D2 PAM: 4; D2 antag: -5

Results for CSc1ccc(CN2CCCC(CNC(=O)c3ccc(F)cc3)C2)cc1 (stereo not drawn) ?
TRHR ag: 0.4; RXFP1 antagonist: -12; D1 antagonist: 0; D1 ag: 1; D2 ag: 0.3; D1 PAM: -2; TRHR PAM: -9; D2 PAM: -14; D2 antag: 41*

Results for CC(C)c1ccc(-n2ccnc2SCC(=O)O)cc1 ?
TRHR ag: -0.6; RXFP1 antagonist: -11; D1 antagonist: -12; D1 ag: 2; D2 ag: -2.0; D1 PAM: 0; TRHR PAM: 1; D2 PAM: 8; D2 antag: 11

Results for O=C(CC1(O)C(=O)N(Cc2ccccc2Cl)c2ccccc21)c1ccco1 (stereo not drawn) ?
TRHR ag: 0.0; RXFP1 antagonist: -5; D1 antagonist: -1; D1 ag: 4; D2 ag: 0.2; D1 PAM: -1; TRHR PAM: -2; D2 PAM: -7; D2 antag: -15

What do the screens show for `Cn1ncc(Cl)c1C(=O)Nc1nc2ccc(Cl)cc2s1`?
TRHR ag: 0.4; RXFP1 antagonist: -11; D1 antagonist: -5; D1 ag: 6; D2 ag: 0.1; D1 PAM: -6; TRHR PAM: -4; D2 PAM: 4; D2 antag: -6

How did CCOc1ccccc1-c1nnc(SCC(=O)NC2(C#N)CCCC2)o1 do in these assays?
TRHR ag: -0.3; RXFP1 antagonist: -9; D1 antagonist: -19; D1 ag: 2; D1 PAM: -12; TRHR PAM: -8

How did C[C@@H](C(=O)Nc1ccc2ccccc2c1)[C@H]1C[C@]1(C)[C@H](NC(=O)c1cnccn1)c1ccccc1 do in these assays?
TRHR ag: 0.0; D1 antagonist: 22; D1 ag: 2; D2 ag: 0.0; D1 PAM: -3; TRHR PAM: 0; D2 PAM: 0; D2 antag: -29

How did Cc1ccc(CN2CCN(Cc3ccc(O)cc3)CC2CCO)o1 (stereo not drawn) do in these assays?
TRHR ag: 0.1; RXFP1 antagonist: -15; D1 antagonist: 17; D1 ag: 3; D2 ag: 6.4; D1 PAM: -2; TRHR PAM: 2; D2 PAM: -11; D2 antag: 12

How did O=C(CN1C(=O)NC2(CCCC2)C1=O)N1CCc2ccccc2C1 do in these assays?
TRHR ag: 0.2; RXFP1 antagonist: 11; D1 antagonist: -17; D1 ag: 6; D2 ag: -0.5; D1 PAM: 5; TRHR PAM: 7; D2 PAM: 4; D2 antag: -2

What do the screens show for `O=C1CC[C@H](O)CCN1[C@H](CSc1ccc(Br)cc1)Cc1ccccc1`?
TRHR ag: -0.2; D1 antagonist: -5; D1 ag: 0; D1 PAM: 4; TRHR PAM: -3

Not a retest: four of the compounds above.
Results for CSc1ccc(CN2CCCC(CNC(=O)c3ccc(F)cc3)C2)cc1 (stereo not drawn) ?
TRHR ag: 0.4; RXFP1 antagonist: -12; D1 antagonist: 0; D1 ag: 1; D2 ag: 0.3; D1 PAM: -2; TRHR PAM: -9; D2 PAM: -14; D2 antag: 41*

Results for CC(C)c1ccc(-n2ccnc2SCC(=O)O)cc1 ?
TRHR ag: -0.6; RXFP1 antagonist: -11; D1 antagonist: -12; D1 ag: 2; D2 ag: -2.0; D1 PAM: 0; TRHR PAM: 1; D2 PAM: 8; D2 antag: 11

Results for O=C(CC1(O)C(=O)N(Cc2ccccc2Cl)c2ccccc21)c1ccco1 (stereo not drawn) ?
TRHR ag: 0.0; RXFP1 antagonist: -5; D1 antagonist: -1; D1 ag: 4; D2 ag: 0.2; D1 PAM: -1; TRHR PAM: -2; D2 PAM: -7; D2 antag: -15

What do the screens show for `Cn1ncc(Cl)c1C(=O)Nc1nc2ccc(Cl)cc2s1`?
TRHR ag: 0.4; RXFP1 antagonist: -11; D1 antagonist: -5; D1 ag: 6; D2 ag: 0.1; D1 PAM: -6; TRHR PAM: -4; D2 PAM: 4; D2 antag: -6

(continued)
What do the screens show for `COCCn1c(SCC(=O)NC2CC2)nc2ccccc21`?
TRHR ag: 0.5; RXFP1 antagonist: 1; D1 antagonist: 8; D1 ag: 1; D2 ag: 0.4; D1 PAM: -8; TRHR PAM: -4; D2 PAM: -1; D2 antag: 19

Results for CC(=O)N1N=C(C)CC1c1ccc(O)cc1 (stereo not drawn) ?
TRHR ag: 0.5; RXFP1 antagonist: 17; D1 antagonist: -16; D1 ag: 3; D2 ag: 0.1; D1 PAM: 3; TRHR PAM: 0; D2 PAM: 14; D2 antag: -2

Results for CCOP(=O)(OCC)C(NC(=O)c1ccc(OC)cc1)c1ccccc1 (stereo not drawn) ?
TRHR ag: 0.4; RXFP1 antagonist: -7; D1 antagonist: 6; D1 ag: 2; D2 ag: -0.3; D1 PAM: -4; TRHR PAM: -5; D2 PAM: 2; D2 antag: 0

How did CN(C(=O)COC(=O)Cc1c(Cl)cccc1Cl)C1CCS(=O)(=O)C1 (stereo not drawn) do in these assays?
TRHR ag: 1.0; RXFP1 antagonist: 8; D1 antagonist: -12; D1 ag: 0; D2 ag: -0.3; D1 PAM: 1; TRHR PAM: 11; D2 PAM: 14; D2 antag: -8

What do the screens show for `CC(C)c1ccc(CN2CCN(S(=O)(=O)c3ccc(Cl)s3)CC2)cc1`?
TRHR ag: 2.0; RXFP1 antagonist: -22; D1 antagonist: 3; D1 ag: 8; D2 ag: 0.9; D1 PAM: 7; TRHR PAM: 6; D2 PAM: 4; D2 antag: -12

How did CCOC(=O)c1sc2nc(C)cc(-c3ccccc3)c2c1N do in these assays?
TRHR ag: -0.1; RXFP1 antagonist: 16; D1 antagonist: 52; D1 ag: 2; D2 ag: 1.4; D1 PAM: 3; TRHR PAM: -6; D2 PAM: -8; D2 antag: -4

What do the screens show for `O=C1/C(=C/c2cccs2)CCc2ccccc21`?
TRHR ag: -0.5; RXFP1 antagonist: -11; D1 antagonist: 9; D1 ag: 2; D2 ag: -0.4; D1 PAM: -5; TRHR PAM: -1; D2 PAM: 1; D2 antag: 6

What do the screens show for `O=C(O)C1CCCCC1C(=O)Nc1ccc(Cl)cc1` (stereo not drawn)?
TRHR ag: 0.8; RXFP1 antagonist: 12; D1 antagonist: -2; D1 ag: 1; D2 ag: 0.2; D1 PAM: 1; TRHR PAM: -1; D2 PAM: 0; D2 antag: -6

Results for Cc1cc(/C=C(\C#N)C(=O)Nc2ccc(F)cc2)c(C)n1-c1ccc(N2CCOCC2)c([N+](=O)[O-])c1 ?
TRHR ag: 0.4; RXFP1 antagonist: 4; D1 antagonist: -9; D1 ag: 7; D1 PAM: 3; TRHR PAM: 3

What do the screens show for `CCOC(=O)c1c(NC(=O)Nc2ccccc2)sc(C)c1C`?
TRHR ag: -0.4; D1 antagonist: 11; D1 ag: 2; D2 ag: 1.1; D1 PAM: -5; TRHR PAM: -1; D2 PAM: -12; D2 antag: -22

Results for CC(C)(CNC(=O)c1cccs1)N1CCOCC1 ?
TRHR ag: 0.1; RXFP1 antagonist: 10; D1 antagonist: 18; D1 ag: 1; D2 ag: 0.2; D1 PAM: -3; TRHR PAM: 5; D2 PAM: -12; D2 antag: -14

What do the screens show for `CN(C)CCCNC(=O)C1(O)c2cc(Br)ccc2NC(=O)N1c1c(F)cccc1F` (stereo not drawn)?
TRHR ag: 0.7; RXFP1 antagonist: 2; D1 antagonist: 10; D1 ag: 3; D2 ag: 1.4; D1 PAM: 3; TRHR PAM: -4; D2 PAM: 3; D2 antag: 14
